aSyn yeast rescue: inhibitors of alpha-synuclein toxicity in yeast; S. cerevisiae alpha-synuclein toxicity rescue, BacTiter-Glo growth, 24 h; Potency, µM (titrated, usually from 46.1 µM), inactives show at the top dose growth rescue (activation), hits mostly activators; 94,000 tested, 0.02% active; AID 1347070; active = well fitted activation curve with a large enough effect; also: 0% is about no effect
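Growth restoration measured by BacTiter-Glo luminescence after 24 hr at 30 deg C; alpha-synuclein yeast, raffinose-pregrown to mid-log, were added at OD600=0.02 in galactose medium onto pinned compounds.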
Numbers without * were called inactive; [ ] = another dose, or the depositor's remark. Potency is read from the fitted curve at half-maximal effect. Some of the compounds tested; rates above refer to the full screens.

Screening CC(C)(C)NS(=O)(=O)c1ccc(OCC(=O)NCc2ccco2)cc1 returned aSyn yeast rescue 7%.
O=C(NNC(=O)c1cc(-c2ccncc2)nc2ccccc12)c1cccc(Cl)c1 was read as aSyn yeast rescue -2%.
Cc1ccc(Cn2cc(CCC(=O)NCc3ccccc3F)c3ccccc32)cc1 was read as aSyn yeast rescue 3%.
Cc1cc(C)cc(NS(=O)(=O)c2ccc(N3CCCCS3(=O)=O)cc2)c1 was read as aSyn yeast rescue 0%.
Screening O=C(COc1ccccc1C(=O)Nc1ccccc1)c1ccc(F)cc1 returned aSyn yeast rescue -1%.
For COc1cc2c(cc1OC)C(c1ccccc1)=NCC2 the results were aSyn yeast rescue -5%.
O=C(NCCc1csc(-c2cccnc2)n1)c1cccc2ccccc12 was read as aSyn yeast rescue 3%.
For O=C(NCCC1=CCCCC1)c1ccc2c(c1)sc1nc(-c3ccc(F)cc3)cn12 the results were aSyn yeast rescue -15%.
For Cc1cc(C)c(NC(=O)CSc2ccc(-c3ccccn3)nn2)c(C)c1 the results were aSyn yeast rescue -12%.
For C#CCN(C[C@@H]1[C@@H](OC(=O)NCCCCCC)[C@@H](OC(=O)NCCCCCC)Cn2c(=O)n(CCCCCC)c(=O)n21)S(=O)(=O)c1ccc(C)cc1 the results were aSyn yeast rescue 8%.
Screening O=C(NCC1(c2ccccc2)CCCC1)C(=O)Nc1cccc(C(F)(F)F)c1 returned aSyn yeast rescue -7%.
Screening Cc1n[nH]c(C)c1CCNCc1ccc(OCC(O)CN2CCCCC2)cc1 (stereo unspecified) returned aSyn yeast rescue -2%.
`COc1ccc2c(c1)-c1nc(NC(=O)c3ccc(Cl)cc3)sc1CC2` gave aSyn yeast rescue 4%.
For CC(=O)c1cccc(Nc2nn(-c3ccc(OC(F)(F)F)cc3)nc2C(C)=O)c1 the results were aSyn yeast rescue 6%.
For Cc1cc(C)cc(Nc2ncnc3sc4c(c23)CCCC4)c1 the results were aSyn yeast rescue -10%.
For O=C(NC1CCSc2ccccc21)c1ccc(C(F)(F)F)cc1 (stereo unspecified) the results were aSyn yeast rescue -6%.
Screening Cc1cccc(NC(=O)C2CCN(S(=O)(=O)c3cccc4nsnc34)CC2)c1 returned aSyn yeast rescue -9%.
For CCN(CC)C(=O)C1=C(C)Nc2nc3ccccc3n2C1c1ccc(Br)cc1 (stereo unspecified) the results were aSyn yeast rescue -10%.
`Cc1cc(C)cc(C(=O)Nc2c(C(=O)Nc3ccccc3F)oc3ccccc23)c1` gave aSyn yeast rescue -7%.
CCOC(=O)c1sc(=NC(=O)c2ccccc2)n(C)c1C was read as aSyn yeast rescue -3%.

Structural class: the entries above containing a furan ring, fused or not
Screening CC(C)(C)NS(=O)(=O)c1ccc(OCC(=O)NCc2ccco2)cc1 returned aSyn yeast rescue 7%.
`Cc1cc(C)cc(C(=O)Nc2c(C(=O)Nc3ccccc3F)oc3ccccc23)c1` gave aSyn yeast rescue -7%.

Further compounds follow:
For Cn1c(SCC(=O)Nc2ccc(Cl)cc2)nc(O)cc1=O the results were aSyn yeast rescue -13%.
O=C(OCc1cc(=O)n2nc(-c3cccs3)sc2n1)c1cccc(Cl)c1 was read as aSyn yeast rescue -9%.
Screening Cc1ccc(Sc2c(C)nn(C(=O)c3ccc(Br)cc3)c2C)cc1 returned aSyn yeast rescue 9%.
Screening CCOC(=O)NC(=O)CN1C(=O)NC2(CCc3ccccc32)C1=O (stereo unspecified) returned aSyn yeast rescue -65%[inhibitor].
Screening CCOC(=O)C1CCN(C(=O)CCS(=O)(=O)c2cc3c(cc2Cl)NC(=O)CO3)CC1 returned aSyn yeast rescue 4%.
For O=C(NCc1ccccc1Cl)c1ccc2oc(=O)n(Cc3ccccc3)c2c1 the results were aSyn yeast rescue 3%.
`COc1cccc2cc(-c3nc(-c4ccccc4F)no3)c(=O)oc12` gave aSyn yeast rescue -7%.
Screening CCOC(=O)c1ccc(NC(=O)c2ccccc2C)cc1 returned aSyn yeast rescue -8%.
`CC(C)c1nn2c(=O)cc(COC(=O)c3ccc(NC(=O)CCc4ccccc4)cc3)nc2s1` gave aSyn yeast rescue 0%.
`C=CCN1C(=O)C(CC(=O)Nc2ccc(OCC)cc2)N(Cc2ccccn2)C1=S` (stereo unspecified) gave aSyn yeast rescue -9%.
For CCOC(=O)c1ccc(NC(=O)CSc2nc3ncc(Br)c(C)c3[nH]2)cc1 the results were aSyn yeast rescue -4%.
`O=C(/C=C/c1ccccc1)N(Cc1cccc(Cl)c1)C1CCS(=O)(=O)C1` (stereo unspecified) gave aSyn yeast rescue -8%.
`Cc1c(Cl)cccc1NC(=O)c1ccc(C(=O)Nc2cccc(Cl)c2C)cc1` gave aSyn yeast rescue 3%.
COc1ccc(NC(=O)CSc2nnc(-c3ccc(C)cc3)o2)cc1 was read as aSyn yeast rescue 2%.
Screening Cc1cc(C)cc(NC(=O)Cn2c(=O)oc3cc(S(=O)(=O)N4CCCC4)ccc32)c1 returned aSyn yeast rescue -18%.
For Cc1ccc(NC(=O)C2CCCN2S(=O)(=O)c2cccc3nsnc23)cc1Cl (stereo unspecified) the results were aSyn yeast rescue 2%.
Cc1ccc(/C=N/OC(=O)c2c(C)noc2-c2snnc2C)cc1 was read as aSyn yeast rescue 2%.
COC(=O)CCNC(=O)Cc1ccc(S(=O)(=O)N2CCCCC2)s1 was read as aSyn yeast rescue 1%.
For Cc1cc(=O)n2nc(N3CCC(C(=O)NCc4ccccc4F)CC3)sc2n1 the results were aSyn yeast rescue 5%.
`Cc1ccc(NC(=O)COc2ccccc2)cc1S(=O)(=O)N1CCCCC1` gave aSyn yeast rescue 3%.

Fetched by structure from the list above, 4 records:
`COc1cccc2cc(-c3nc(-c4ccccc4F)no3)c(=O)oc12` gave aSyn yeast rescue -7%.
Screening CCOC(=O)NC(=O)CN1C(=O)NC2(CCc3ccccc32)C1=O (stereo unspecified) returned aSyn yeast rescue -65%[inhibitor].
`C=CCN1C(=O)C(CC(=O)Nc2ccc(OCC)cc2)N(Cc2ccccn2)C1=S` (stereo unspecified) gave aSyn yeast rescue -9%.
Cc1ccc(/C=N/OC(=O)c2c(C)noc2-c2snnc2C)cc1 was read as aSyn yeast rescue 2%.

The listing continues.
Screening Cc1ccc(C)c(S(=O)(=O)NCC(c2ccco2)N2CCc3ccccc3C2)c1 (stereo unspecified) returned aSyn yeast rescue 7%.
Screening O=C(NCc1ccccc1F)C1CCCN(C(=O)N2CCOc3ccccc32)C1 (stereo unspecified) returned aSyn yeast rescue 0%.
For COc1ccc(NC(=O)C2CCC(CNS(=O)(=O)c3cccs3)CC2)cc1OC (stereo unspecified) the results were aSyn yeast rescue 1%.
For Cc1ccc(C)c(C(=O)CSc2nc3cc(C(=O)NC4CCCC4)ccc3c(=O)n2CC2CCCO2)c1 (stereo unspecified) the results were aSyn yeast rescue 8%.
Screening NS(=O)(=O)c1ccc(CCNC(=O)c2ccco2)cc1 returned aSyn yeast rescue 10%.
Screening CCOC(=O)c1noc2nc(C)n(Cc3ccc([N+](=O)[O-])cc3)c(=O)c12 returned aSyn yeast rescue 7%.
Screening CS/C(=N/S(=O)(=O)c1ccc(C)cc1)c1ccccc1 returned aSyn yeast rescue 12%.
CCC(C)NC(=O)CSc1nc2c(sc3ccccc32)c(=O)n1Cc1ccccc1Cl (stereo unspecified) was read as aSyn yeast rescue 4%.
Screening CCOc1ccc(N)cc1OC returned aSyn yeast rescue 3%.
For CCCCNC(=O)c1ccc2c(c1)NC(=O)C(CS(=O)(=O)Cc1ccc(F)cc1Cl)N2 (stereo unspecified) the results were aSyn yeast rescue -11%.
`O=C(CCc1nc2ccccc2c(=O)[nH]1)NNC(=O)c1ccc(Cl)cc1` gave aSyn yeast rescue -9%.
`CCCC/C(O)=C1\C(=O)CCCC1=NCCc1c(C)[nH]c2ccc(OC)cc12` gave aSyn yeast rescue 13%.
For COc1ccc(Cn2c(=O)[nH]c3cc(C(=O)N4CCN(c5cc(Cl)ccc5C)CC4)ccc3c2=O)cc1 the results were aSyn yeast rescue 3%.
`Cc1cccc(OCC(=O)Nc2ccc3nc(Nc4cccc(C(F)(F)F)c4)cc(C)c3c2)c1` gave aSyn yeast rescue -2%.
`COc1ccc(Cl)cc1NC(=O)c1cc(C)no1` gave aSyn yeast rescue 11%.
For CCOc1ccc(CN(CCc2ccc3c(c2)OCO3)Cc2cc(OC)c(OC)cc2OC)cc1 the results were aSyn yeast rescue 7%.
For CCOC(=O)C1CCCN(c2c(NCCC(C)C)c(=O)c2=O)C1 (stereo unspecified) the results were aSyn yeast rescue 5%.
C[C@H]1CN([C@@H](C)CO)S(=O)(=O)c2ccc(Br)cc2O[C@H]1CN(C)C(=O)Nc1ccccc1F was read as aSyn yeast rescue -12%.
For COc1ccccc1CNC(=O)C(NS(=O)(=O)c1ccc2c(c1)CCN2C(C)=O)C(C)C (stereo unspecified) the results were aSyn yeast rescue 3%.
CC(C)OCCCn1c(=O)c2ccccc2n2c(-c3ccccc3F)nnc12 was read as aSyn yeast rescue 4%.

Reprinted from the part before: two compounds; new compounds follow.
For COc1ccccc1CNC(=O)C(NS(=O)(=O)c1ccc2c(c1)CCN2C(C)=O)C(C)C (stereo unspecified) the results were aSyn yeast rescue 3%.
CC(C)OCCCn1c(=O)c2ccccc2n2c(-c3ccccc3F)nnc12 was read as aSyn yeast rescue 4%.
COCc1cc(C)nc2sc3c(c12)NC(c1ccccc1C(=O)O)N(c1ccc(OC)cc1)C3=O (stereo unspecified) was read as aSyn yeast rescue -8%.
For CC(C)c1cccc(O)c(=O)c1 the results were aSyn yeast rescue 4%.
For COc1cc(C2C(C(=O)Nc3ccccc3C)=C(C)Nc3ncnn32)ccc1OCC(N)=O (stereo unspecified) the results were aSyn yeast rescue -7%.
N#Cc1cccc(NC(=O)CNC(=O)Cc2ccccc2)c1 was read as aSyn yeast rescue -1%.
Screening Cc1c(C(=O)O)[nH]c2ccc([N+](=O)[O-])cc12 returned aSyn yeast rescue 3%.
Screening O=C(NC1CCCCC1)c1ccc(Cn2c(SCc3ccccc3F)nc3cccnc32)cc1 returned aSyn yeast rescue 7%.
For CC(C)c1cccc(C(C)C)c1NS(=O)(=O)c1cccs1 the results were aSyn yeast rescue 5%.
O=C(NCCc1ccc(Cl)cc1)C1COc2ccccc2C1 (stereo unspecified) was read as aSyn yeast rescue -1%.
`O=C(CCC(=O)N(CC(=O)NC1CCCC1)c1cccc(F)c1)Nc1nccs1` gave aSyn yeast rescue 3%.
For CCOC(=O)c1ccc(NC(=O)CCn2c(=O)oc3ccccc32)cc1 the results were aSyn yeast rescue 3%.
`Cc1ccc(C)c(OCCn2c(C3CC(=O)N(Cc4ccc(F)cc4)C3)nc3ccccc32)c1` (stereo unspecified) gave aSyn yeast rescue 23%.
For CC1COc2ccccc2N1S(=O)(=O)c1ccccc1 (stereo unspecified) the results were aSyn yeast rescue -4%.
Screening COc1cccc(OCCn2c(-c3ccc(Cl)cc3)nc3ccccc3c2=O)c1 returned aSyn yeast rescue -11%.
`Cc1cccc(C(=O)N(Cc2ccccc2F)C2CCS(=O)(=O)C2)c1` (stereo unspecified) gave aSyn yeast rescue 7%.
C=CCNc1nc(C(=O)OCC(=O)Nc2ccc(S(N)(=O)=O)cc2)cs1 was read as aSyn yeast rescue 9%.
CCn1cc(C(=O)NCc2ccccc2)c(=O)c2cc(S(=O)(=O)N3CCCCCC3)ccc21 was read as aSyn yeast rescue 3%.
CSc1nnc2c(n1)OC=Nc1ccc(Br)cc1-2 was read as aSyn yeast rescue 15%.
Cc1ccc(NC(=O)n2ccc(-c3ccc(-n4ccnc4)cc3)n2)cc1 was read as aSyn yeast rescue 4%.
CCc1nnc(NC(=O)C(C)Sc2ccccc2)s1 (stereo unspecified) was read as aSyn yeast rescue -1%.
Screening CCC(C)NC(=O)CSc1nc2n[nH]c(C)c2c(=N)n1-c1cc(Cl)ccc1C (stereo unspecified) returned aSyn yeast rescue -9%.
For O=C(COC(=O)c1ccccc1F)Nc1ccc2c(c1)OCCO2 the results were aSyn yeast rescue -9%.
`CCN(CC)S(=O)(=O)c1ccc2c(c1)N(CC(=O)Nc1c(C)cc(C)cc1C)C(=O)CS2` gave aSyn yeast rescue 1%.
COC(=O)CC1Oc2ccc(F)cc2-n2cc(-c3ccc(C)cc3)nc21 (stereo unspecified) was read as aSyn yeast rescue -10%.
Screening CC(=O)c1c(C)[nH]c(C(=O)OCc2cccc(C)c2)c1C returned aSyn yeast rescue -10%.
`Cc1ccc(Cl)cc1N1CCN(C(=O)c2ccc3c(c2)N(Cc2ccccc2F)C(=O)c2ccccc2S3=O)CC1` (stereo unspecified) gave aSyn yeast rescue 14%.
`CCOC(=O)Cc1csc(NC(=O)Nc2cccs2)n1` gave aSyn yeast rescue -1%.
For Cc1ccccc1C(=O)NC1CC2CCC(C1)N2Cc1ccccc1 (stereo unspecified) the results were aSyn yeast rescue -4%.
For C/C(=N\NC(=O)CCn1nnc2ccccc21)c1ccco1 the results were aSyn yeast rescue -6%.
Screening O=C(NCC1CCCO1)C(c1ccncc1)N(Cc1cccs1)C(=O)CN1C(=O)c2ccccc2S1(=O)=O (stereo unspecified) returned aSyn yeast rescue -3%.
Cc1c(C(=O)Nc2ccc(-n3c(C)nc4ccccc4c3=O)cc2)cccc1[N+](=O)[O-] was read as aSyn yeast rescue -4%.
Screening CCn1c(SCC(=O)NNC(=O)c2ccc(OC)cc2)nnc1-c1ccco1 returned aSyn yeast rescue 7%.
C[C@H]1CN([C@@H](C)CO)C(=O)CCCn2nncc2CO[C@@H]1CN(C)C(=O)c1ccc2ccn(C)c2c1 was read as aSyn yeast rescue 9%.
Screening CC(NC(=O)Cc1ccc(NC(=O)N2CCSc3ncccc32)cc1)c1ccccc1 (stereo unspecified) returned aSyn yeast rescue -6%.

Compound activity from PubChem BioAssay.
